rCAG RNA binder: binds r(CAG) RNA repeats | 370,000 compounds, 1.3% hits | inhibition, % at 3 µM | r(CAG) RNA repeat, TO-PRO-1 dye displacement fluorescence;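 active means inhibition above the plate cutoff, the mean of all test compounds on that plate plus 3 SD, cut at about 35% in these data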;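 further: 0% = DMSO alone and 100% = 100 µM mitoxantrone as full dye displacement; higher means more dye released from RNA so lower well fluorescence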
LEDGF integ inh: blocks HIV-1 LEDGF/p75-dependent DNA integration | TR-FRET IN-LEDGF/p75 DNA integration, Eu/Cy5 | inhibition, % at 3.7 µM | 370,000 compounds, 0.64% hits;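 active means inhibition above the screen-wide mean plus 3 SD, cut at about 13% in these data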;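 further: signal is the Cy5 over europium emission ratio at 671 and 618 nm; 0% = plate median of compound wells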
TCR-CD3 inh: blocks the human TCR-CD3 interaction; inhibition, % at 9.4 µM; AID 651800; TAMRA-labeled TCR probe fluorescence, biochemical; 360,000 compounds, 0.37% hits; in the data active means inhibition above about 19%;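 further: recombinant mutant TCR 2C K166C tagged with TAMRA read by polarization; 0% = receptor in buffer alone and 100% = receptor with positive control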
HTRA1 inh: inhibitors of human serine peptidase HTRA1; inhibition, % at 5.96 µM; 340,000 compounds, 0.5% hits; Q92743; recombinant HTRA1, FP-rhodamine activity-based probe, fluorescence polarization; in the data active means inhibition above about 36%;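 further: 0% = enzyme with DMSO and 100% = wells lacking enzyme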
Target sequence (Q92743 whole entry, looked up): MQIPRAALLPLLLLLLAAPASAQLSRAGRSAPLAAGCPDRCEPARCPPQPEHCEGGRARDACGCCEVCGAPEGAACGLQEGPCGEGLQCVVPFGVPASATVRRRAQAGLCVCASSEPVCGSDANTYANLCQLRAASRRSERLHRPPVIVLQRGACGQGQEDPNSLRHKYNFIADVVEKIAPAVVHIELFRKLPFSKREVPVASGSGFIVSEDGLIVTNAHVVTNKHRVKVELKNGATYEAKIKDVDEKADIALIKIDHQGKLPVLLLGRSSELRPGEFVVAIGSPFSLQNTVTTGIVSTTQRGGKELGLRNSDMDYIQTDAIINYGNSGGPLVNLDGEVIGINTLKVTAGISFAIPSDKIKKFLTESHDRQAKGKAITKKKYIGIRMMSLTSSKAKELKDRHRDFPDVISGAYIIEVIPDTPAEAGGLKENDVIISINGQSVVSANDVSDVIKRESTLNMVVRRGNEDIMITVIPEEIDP
PG9 Ab binder: small molecules binding HIV-1 gp120 antibody PG9 | AID 624416 | 360,000 compounds, 0.43% hits | inhibition, % at 6.7 µM | TR-FRET gp120-PG9 antibody binding; in the data active means inhibition above about 8.5%
PRMT1 inh: blocks human protein arginine methyltransferase 1. inhibition, % at 2.79 µM. Q99873. recombinant PRMT1, activity-based probe fluorescence polarization. AID 652257. 370,000 compounds, 1.3% hits;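 active means inhibition above about 21% made by adding two undisclosed values, limit read from the data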
UHRF1 binding: UHRF1 methyl-DNA binding inhibition. Q96T88. UHRF1 binding to methylated oligo, TR-FRET. inhibition, % at 4.4 µM. 370,000 compounds, 0.75% hits; in the data active means inhibition above about 21%;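 further: UHRF1 SRA domain binding a hemimethylated CpG hairpin DNA probe; 0% = median of test compound wells and 100% = reference inhibitor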
ABHD4 inh: inhibits mouse alpha/beta hydrolase domain 4; Q8VD66; inhibition, % at 8.92 µM; AID 720543; 370,000 compounds, 0.54% hits; purified mABHD4, FP-Rh probe fluorescence polarization;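 active means inhibition exceeding the mean over every tested compound plus 3 SD, cut at about 30% in these data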;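 further: 0% = plate median of compound wells and 100% = S159A mutant with DMSO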
Target sequence (Q8VD66 whole entry, looked up, the tested form may be a part): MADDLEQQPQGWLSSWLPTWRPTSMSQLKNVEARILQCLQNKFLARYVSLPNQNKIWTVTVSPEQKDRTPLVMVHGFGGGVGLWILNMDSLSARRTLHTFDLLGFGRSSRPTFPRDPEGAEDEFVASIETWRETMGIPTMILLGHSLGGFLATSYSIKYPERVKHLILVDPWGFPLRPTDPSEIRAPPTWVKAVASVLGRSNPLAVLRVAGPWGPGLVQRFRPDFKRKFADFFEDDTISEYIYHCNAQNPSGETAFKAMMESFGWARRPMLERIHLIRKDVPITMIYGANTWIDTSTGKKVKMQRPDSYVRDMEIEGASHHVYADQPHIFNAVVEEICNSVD
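Assay system: Wild-type mouse ABHD4 protein | Medium: HEPES pH 7.0 buffer, 150 mM NaCl, 0.01% Pluronic F-127 | Incubation: Enzyme–compound pre-incubation 45 min, then probe 60 min, both 25 °C | Technique: Fluorescence polarization with parallel and perpendicular emission, 525/598 nm | Evaluation: % inhibition of FP-Rh probe binding versus controls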
Rev-erbA mod: modulators of human Rev-erb alpha DNA binding; P20393; Rev-erbα–FITC-DNA binding, fluorescence polarization, 90 min; activity, % at 10 µM; 370,000 compounds, 0.79% hits;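 active means activity above about 14%, limit read from the data; passing the limit was not always enough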;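 further: 0% = DMSO wells with 35 nM protein and 100% = DMSO wells with 750 nM protein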
MBD2 DNA inh: MBD2-methylated oligo binding inhibition; 370,000 compounds, 0.31% hits; AID 686964; inhibition, % at 4.4 µM; Q9UBB5; TR-FRET, MBD2 binding to methylated oligonucleotide; in the data active means inhibition above about 13%
Starred values were filed as active, the others as inactive; x = not tested or not shown.

SMILES	rCAG RNA binder	LEDGF integ inh	TCR-CD3 inh	HTRA1 inh	PG9 Ab binder	PRMT1 inh	UHRF1 binding	ABHD4 inh	Rev-erbA mod	MBD2 DNA inh
Fc1ccccc1NC(=S)N/N=C/c1ccccc1Br	6	1	6	-8	-1.1	1	-2	0	-3	-1
COc1cc(Cl)c(C)cc1NC(=O)COC(=O)/C=C/c1c(C)nn(C2CCS(=O)(=O)C2)c1Cl (stereo not drawn)	2	0	-6	-6	-0.1	4	4	-6	-7	2
O=C(NN1CC(C(=O)OCc2ccccc2F)CC1=O)c1ccccc1 (stereo not drawn)	-5	0	-3	2	0.0	4	22*	6	1	5
COCc1cc(C)nc(SCc2ccc(F)cc2)c1C#N	-2	-5	-10	-11	0.0	6	1	-8	-4	1
CCCc1n[nH]c(=O)[nH]1	-1	-2	-4	6	-0.6	6	0	-3	-2	-1
CCOc1ccc(S(=O)(=O)NC(C)C(=O)NCc2ccc3c(c2)OCO3)cc1 (stereo not drawn)	-3	3	2	4	-2.0	-7	0	1	-5	-2
Cc1cc(C(=O)COC(=O)CC2Sc3ccccc3NC2=O)c(C)n1-c1ccc2c(c1)OCO2 (stereo not drawn)	7	-1	-4	-49	2.4	2	-5	-5	-6	-8
Cc1ccc(C)c(NS(=O)(=O)c2ccccc2C)c1	-4	-2	1	-9	0.0	4	1	3	0	0
O=C(NCC1CCCO1)c1c(O)c2ccccc2[nH]c1=O (stereo not drawn)	1	1	5	-1	-2.3	-3	-1	-4	12	0
Cc1ccc2[nH]c(=O)c(CN(CCN3CCOCC3)C(=O)Nc3ccccc3F)cc2c1	2	-2	-1	0	0.3	-4	5	2	-5	7
Nc1c(NC(=O)CC[n+]2ccccc2)cccc1[N+](=O)[O-]	0	1	-3	1	-1.1	-3	-4	3	5	-12
CC(C)C[C@H]1COc2cccc(F)c2S(=O)(=O)N1Cc1cn(Cc2ccc(C(F)(F)F)cc2)nn1	0	-4	x	x	x	0	0	2	-1	-3
CCOC(=O)c1c(NC(=O)COc2ccccc2F)sc2c1CC(C)(C)NC2(C)C	-3	1	2	-18	0.1	1	2	7	13	-3
C=CCn1c(N2CCN(c3ccc(OC)cc3)CC2)nc2c1c(=O)[nH]c(=O)n2C	-4	-3	5	4	-0.9	-2	0	6	3	-5
CCOC(=O)[C@H]1[C@H]2COc3ccc(Cl)cc3[C@@H]2N2C(=O)CN(Cc3ccco3)C(=O)[C@@]12C	-2	2	7	-21	-0.3	7	-1	-7	-2	-1
COc1ccc(-c2csc(Nc3ccccn3)n2)cc1OC	5	3	5	9	-2.2	0	0	6	6	-3
O=C1CCC(C(=O)N2CCC(CO)CC2)CN1Cc1ccc(Cl)cc1 (stereo not drawn)	-1	3	-9	6	-1.2	-2	6	-6	1	1
COc1ccccc1N(CC(=O)N1CCc2ccccc2C1)S(C)(=O)=O	-2	-3	-2	2	-0.3	1	1	2	4	2
C=CCOc1ccc(/C=C2/C(=O)ON=C2C)cc1OC	1	2	2	-3	-1.2	1	-2	9	-2	2
CCC(CO)Oc1cc(NCc2cccc(O)c2)c2ncn(C(C)C)c2c1 (stereo not drawn)	-3	1	-4	-3	-3.7	1	-1	3	3	-5
C=CCN1CC(c2nc3ccccc3n2Cc2ccccc2)CC1=O (stereo not drawn)	-4	-1	-5	-8	-0.1	0	-3	-6	0	3
CC(=O)Nc1ccc(NC(=O)C(=O)c2cn(CC(=O)N3CCCCC3)c3ccccc23)cc1	10	-8	-4	1	0.1	4	4	9	-2	-4
N#C/C(=C/c1ccco1)C(N)=S	7	4	13	12	-2.2	4	-7	7	-2	-5
CCc1sc(C(=O)NCCc2ccc(S(N)(=O)=O)cc2)cc1C	2	0	0	0	0.7	3	0	3	0	8
CSc1nc(SCC(=O)NC(c2ccccc2)c2ccccc2)c2c3c(sc2n1)CN(C)CC3	8	2	4	-23	-3.0	6	0	-8	6	-2
COc1ccc(N)cc1-n1cnnn1	0	-2	-3	8	-3.0	8	2	0	2	3
COc1cc2c(cc1OC)C1(CCCCC1)CN(C)C2	-8	2	9	0	-0.3	-3	-2	-4	-1	3
CCOc1ccc(-c2c(C(=O)N/N=C/c3ccc(C)o3)nnn2-c2nonc2N)cc1	4	-1	0	-13	0.8	1	-1	-2	-4	-4
Cc1ccc(OCC(=O)NNC(=O)CCC(=O)NCc2ccccc2)cc1	-5	-1	10	4	0.1	-5	-1	0	-5	-3
CCOc1ccc(Cl)cc1CNCCCSc1nc(C)cc(C)n1	-5	0	-10	6	-0.2	1	3	1	-4	-1
COc1ccccc1C1/C(=C(/O)c2ccc(C)cc2)C(=O)C(=O)N1Cc1ccco1 (stereo not drawn)	5	0	2	1	4.1	0	-5	12	0	0
CCN(CC)CCNc1nc2c(c(=O)n(C)c(=O)n2C)n1C/C=C(/C)Cl	-4	3	8	-4	-0.3	-3	1	1	0	3
Cc1cc(N2CCCC(C(=O)Nc3ccc4c(c3)CCC4)C2)n2ncnc2n1 (stereo not drawn)	1	-1	-1	6	-0.3	-1	8	1	0	2
CN1CCN(/C=N/c2sc3c(c2C#N)CCCCC3)CC1	-2	3	11	4	-0.9	1	2	-2	1	3
Cn1c(-c2ccc(Cl)nc2)nc2ccccc21	0	-2	0	-3	-0.2	6	-2	2	-1	-6
CC(C)(C)NC(=O)NC(=O)CN1CCN(S(=O)(=O)c2ccccc2)CC1	-8	-7	-3	-3	-1.0	4	1	0	-2	1
CC(C)(C)[C@@H]1C=C(C(=O)N2CCOCC2)O[C@H](OCc2ccc(CO)cc2)C1	-7	-2	10	5	-0.1	-1	2	2	-1	-1
CN(C)c1ccc(Cl)cc1N	0	5	-1	-10	-0.3	0	-4	-2	0	4
CCSc1nnc(N)s1	-1	-2	3	-4	0.1	-2	-1	4	5	-3
CCc1ccc(NC(=O)CSc2nc(=O)n(CCCN3CCOCC3)c3c2CCC3)cc1	-6	-1	0	-4	-1.4	-3	0	-4	1	-3
Cc1c(Cl)cccc1NC(=O)Nc1cc(C(C)(C)C)on1	1	-1	2	-43	-0.5	-1	-2	-16	1	-1
CC(=O)Nc1cccc(OCCCNS(=O)(=O)c2ccc(F)cc2)c1	-3	-6	-3	9	-0.1	5	1	4	3	0
CCOc1ccc(C(=O)NC(Cc2ccccc2)C(=O)OC)cc1 (stereo not drawn)	-6	-3	1	0	-1.8	-5	-1	-3	4	0
Cc1ccc(-n2c(CSc3nc(C)cc(C)n3)n[nH]c2=S)cc1	3	0	-3	x	0.5	1	2	-4	0	8
O=C(NCCCn1ccnc1)C(=O)NCC1OCCCN1S(=O)(=O)c1ccccc1 (stereo not drawn)	1	0	2	-3	-0.6	1	0	3	5	-1
CCNS(=O)(=O)c1cc(S(C)(=O)=O)ccc1Cl	1	2	5	-1	-0.1	-2	0	-4	-3	2
COc1ccc(NC(=O)N(C)C[C@H]2Oc3c(NC(=O)C4CC4)cccc3C(=O)N([C@H](C)CO)C[C@@H]2C)cc1	-5	2	2	2	-3.2	-2	-1	-1	-6	-7
COc1ccc(/C=C2\CCCC3C2=NN(C(=O)c2scnc2C)C3c2ccc(OC)cc2)cc1 (stereo not drawn)	-1	-3	8	-7	-0.7	-2	-1	-9	3	0
CCOc1ccc(NC(=O)Nc2cccc(C)n2)cc1	1	0	0	3	-0.2	1	-1	0	-7	2
O=C(NCC(c1ccco1)N1CCCCC1)c1cccs1 (stereo not drawn)	2	4	0	0	-1.3	-6	-1	-8	7	-1

(listing goes on)
SMILES	rCAG RNA binder	LEDGF integ inh	TCR-CD3 inh	HTRA1 inh	PG9 Ab binder	PRMT1 inh	UHRF1 binding	ABHD4 inh	Rev-erbA mod	MBD2 DNA inh
CCc1cccc(NC(=O)C2CCCC2)c1	-1	0	5	-6	-0.5	-1	1	-1	4	0
Cc1nc(CSc2nnc3scc(-c4ccccc4)n23)cs1	-5	3	-4	2	-1.4	3	4	0	-2	0
COc1cc(OC)cc(C(=O)Nc2ccc(C(=O)Nc3ccccc3OC)cc2)c1	6	-5	0	-50	-0.7	0	0	-8	3	3
CN(C)c1nc(NCc2ccccc2)nc(N/N=C/c2cccc(Br)c2)n1	5	8	-3	-19	2.0	5	-2	-2	-8	3
Cc1cc2nncn2c2ccccc12	2	0	7	1	0.3	0	-2	6	5	-6
Cc1cc(NC(=O)c2ccc(Br)c(S(=O)(=O)N3CCCC3)c2)no1	-2	-1	4	-10	-0.8	-1	1	3	x	-1
CCCCCn1c(CN2CCCCC2CC)nc2c1c(=O)n(C)c(=O)n2C (stereo not drawn)	2	-4	8	0	-0.3	-3	0	3	-6	3
O=C(c1ccc(S(=O)(=O)N2CCCC2)cc1)N1CCN(c2ccccc2F)CC1	-6	2	-6	2	0.3	-2	4	-7	-6	1

High-throughput results deposited in PubChem by several laboratories.

Only part of the results is shown; count on the stated rates, not on these rows.
